L major viab = reduces viability of Leishmania major promastigotes; hit rate 9% among 200,000; AID 1063; resazurin fluorescence viability; inhibition, % at 10 µM;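 note: promastigotes grown with compound for 44 hours at 28 °C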
G6PDH CS = counter-screen for G6PDH assay hits: L. mesenteroides G6PDH inhibition; inhibition, % at 5 µM; Purified L. mesenteroides G6PDH, diaphorase/resazurin coupled fluorescence, 45 min; hit rate 0.12% among 200,000
TLR4-MyD88 BLA = TLR4-MyD88 interaction inhibition in cells; O00206+Q99836; HeLa CL3-4 TLR4/MyD88 BLA complementation, FRET ratio; inhibition, % at 8.4 µM; hit rate 0.18% among 200,000; in the data active = inhibition above about 25%;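 note: 0% = vehicle and 100% = reference inhibitor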
Target sequence (O00206 whole entry, looked up): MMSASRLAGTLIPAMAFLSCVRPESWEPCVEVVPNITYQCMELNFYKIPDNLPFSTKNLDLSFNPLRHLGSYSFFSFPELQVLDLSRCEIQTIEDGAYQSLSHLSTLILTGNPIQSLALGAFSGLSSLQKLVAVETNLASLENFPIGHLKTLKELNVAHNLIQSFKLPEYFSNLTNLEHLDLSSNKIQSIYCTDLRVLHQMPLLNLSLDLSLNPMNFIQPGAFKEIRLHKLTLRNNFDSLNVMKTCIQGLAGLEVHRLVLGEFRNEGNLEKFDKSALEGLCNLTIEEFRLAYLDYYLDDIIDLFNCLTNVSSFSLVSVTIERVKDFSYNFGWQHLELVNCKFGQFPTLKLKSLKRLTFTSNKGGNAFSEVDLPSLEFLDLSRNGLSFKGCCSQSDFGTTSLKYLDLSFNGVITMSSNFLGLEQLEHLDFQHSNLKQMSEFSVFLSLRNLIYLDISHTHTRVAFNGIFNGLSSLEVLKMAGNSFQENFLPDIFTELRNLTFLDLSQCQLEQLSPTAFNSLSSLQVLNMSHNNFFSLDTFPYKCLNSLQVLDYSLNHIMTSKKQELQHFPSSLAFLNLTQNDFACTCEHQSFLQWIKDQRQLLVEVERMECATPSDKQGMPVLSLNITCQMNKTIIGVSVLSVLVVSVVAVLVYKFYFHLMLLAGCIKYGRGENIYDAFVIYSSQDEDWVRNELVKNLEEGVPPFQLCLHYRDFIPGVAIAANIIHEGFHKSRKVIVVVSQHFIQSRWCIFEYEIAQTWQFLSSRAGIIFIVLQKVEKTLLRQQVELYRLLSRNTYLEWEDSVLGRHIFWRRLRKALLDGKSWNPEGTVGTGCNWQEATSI
Target sequence (Q99836 whole entry, looked up): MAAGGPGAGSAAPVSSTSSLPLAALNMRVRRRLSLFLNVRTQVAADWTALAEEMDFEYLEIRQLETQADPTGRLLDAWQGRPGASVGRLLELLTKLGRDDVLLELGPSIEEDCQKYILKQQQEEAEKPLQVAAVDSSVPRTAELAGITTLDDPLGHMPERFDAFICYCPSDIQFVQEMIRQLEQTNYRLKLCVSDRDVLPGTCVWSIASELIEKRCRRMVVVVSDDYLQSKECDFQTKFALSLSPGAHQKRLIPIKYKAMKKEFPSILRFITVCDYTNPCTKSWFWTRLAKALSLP
PMI act hi M6P = activators of human phosphomannose isomerase at near-saturating mannose 6-phosphate | P34949 | coupled PMI enzyme assay, resazurin fluorescence, 20 min; hits give high values; 1 = untreated enzyme, 0 = substrate-free blank | activation factor at 20 µM | hit rate 0.34% among 190,000 | AID 1216;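 active = activation factor of 2 or more at 20 µM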
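Test system – human PMI in coupled enzyme assay · Timing – 20 min incubation at room temperature · Detection – Diaphorase-driven resazurin-to-resorufin fluorescence, excitation 544, emission 590 nm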
S1P3 antagonist = blocks the human S1P3 receptor; Q99500; hit rate 0.27% among 170,000; CHO S1P3 NFAT-BLA reporter, FRET fluorescence, antagonist mode; inhibition, % at 4.98 µM;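 active = inhibition above the plate cutoff, the mean inhibition of test wells on that plate plus 3 SD, cut at about 28% in these data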;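 note: cells challenged with S1P at its EC80 of 0.8 µM; blue over green emission ratio from cleaved BLA substrate after 4 h stimulation; 0% = S1P-stimulated wells and 100% = unstimulated DMSO-only wells; some compounds past the cut are filed as inactive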
Diaphorase inh = diaphorase inhibition or chemical oxidation counter-screen. diaphorase resazurin-to-resorufin fluorescence, NADH, 16 min; bacterial (C. kluyveri) enzyme, not human. inhibition, % at 20 µM. AID 1217. hit rate 0.69% among 190,000;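 active = primary screen inhibition at 20 µM above a set limit, cut at about 50% in these data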;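 note: plate controls were DMSO with full reaction for no effect and wells lacking NADH for full effect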
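material = Clostridium kluyveri diaphorase enzyme | amount = 0.14 U/mL diaphorase, enzyme working solution | schedule = incubation 16 min, room temperature | detection = fluorescence of resorufin formed from resazurin, Ex 544/Em 590 nm | benchmarks = positive control minus NADH, DMSO neutral control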
RAM inhibit = yeast RAM network inhibition. S. cerevisiae dse1pr::URA3 reporter, 5-FOA growth OD615, 2 d; analog-sensitive cbk1-as2 kinase mutant strain. inhibition, % at 50 µM. hit rate 1.8% among 190,000. AID 868;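 active = inhibition above a set limit, 3 SD over mean compound inhibition, cut at about 8.4% in these data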;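 note: 0% = DMSO-only wells with no growth and 100% = 10 µM 1-NA-PP1 full growth; inhibition rescues growth on 5-FOA so higher OD means more RAM inhibition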
DTT redox prof = compounds producing H2O2 with reducing agent – biochemical, NIH compound library profiling, artefact control for MLSCN library redox annotation, primary screen; DTT-dependent redox cycling H2O2, phenol red/HRP absorbance; 100% = 100 µM peroxide control, 0% = buffer; activation, % at 10 µM; hit rate 0.03% among 200,000;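 active = activation of at least 50% relative to the plate's high and low controls in the primary single-dose screen; inactive = activation below 50%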;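 note: compound incubated with DTT at 0.8 mM final as the reducing agent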
PMI act = increases human mannose-6-phosphate isomerase activity | P34949 | purified human PMI, coupled resazurin fluorescence, 20 min; hits give high values; 1 = vehicle control, 0 substrate-free wells | activation factor at 20 µM | hit rate 0.005% among 190,000 | AID 1214;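 active = activation factor of 2 or more at 20 µM, relative to plate controls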
Hsp70 act = transcriptional activators of Hsp70; HeLa Hsp70 promoter luciferase reporter, luminescence; scaled: vehicle 0, proteasome-inhibitor control 100%; activation, % at 10 µM; hit rate 0.04% among 200,000; AID 1203;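 active = activation above the mean across all tested compounds plus 3 SD, cutoff set per campaign, cut at about 5.5% in these data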;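 note: 100% = MG132 at 30 µM as the positive control and 0% = DMSO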
Diaph act CS = diaphorase activation or chemical reduction counter-screen. Diaphorase/resazurin coupled assay, resorufin fluorescence, 16 min; hits give high values; 1 = vehicle wells, 0 = NADH-free wells. activation factor at 20 µM. hit rate 0.005% among 190,000. AID 1229;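 active = diaphorase activity raised at least twofold by the compound at 20 µM; inactive = activation factor below 2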
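Material: Purified diaphorase enzyme from Clostridium kluyveri | Buffer or medium: 50 mM HEPES pH 7.4 with 4.542 mM MgCl2, 0.005% Tween 20 | Times: 16 min enzyme reaction, ambient temperature | Signal: Red resorufin fluorescence at 544/590 nm excitation/emission | Measure: Increased resorufin signal from activators or reducing compounds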
Numbers without * were called inactive; / = no result given. Cut-off read from the data, not from the text of the source, unless noted: active = inhibition above about 50%; inactive = the rest.

SMILES | L major viab | G6PDH CS | TLR4-MyD88 BLA | PMI act hi M6P | S1P3 antagonist | Diaphorase inh | RAM inhibit | DTT redox prof | PMI act | Hsp70 act | Diaph act CS
O=C1OC2CCC1(c1ccccc1)C2 (stereo unspecified) | -5 | 9 | 3 | 1 | / | -14 | 0.2 | -0.7 | 1.1 | -0.1 | 1.1
Cn1c(Cn2c(=O)sc3ccccc32)nnc1SCc1ccccc1F | 28 | -2 | -27 | 0.9 | 40 | 21 | 0.1 | -1.3 | 0.9 | -0.3 | 0.8
c1ccc(-c2nc(N3CCCCCC3)nc(-n3ccnc3)n2)cc1 | 96* | -2 | -9 | 1 | 20 | 3 | -2.1 | 0.2 | 0.9 | -0.2 | 1
O=C(CSCc1ccc(Cl)cc1)N1CCN(Cc2ccc3c(c2)OCO3)CC1 | 91* | -5 | 2 | 0.9 | / | 16 | 1.2 | 0.0 | 0.9 | -0.2 | 0.8
CCn1nnc(-c2ccccc2NC(=O)c2cccc(-n3cnnn3)c2)n1 | -4 | -1 | -13 | 1 | -6 | 5 | 1.5 | 2.8 | 0.9 | -0.3 | 1
CCOC(=O)CCNC(C(=O)OCC)c1ccccc1 (stereo unspecified) | -2 | -2 | -10 | 1.1 | / | 2 | -0.7 | 0.2 | 1 | -0.1 | 1
CC(C)n1c(SC2C(=O)CC(C)(C)CC2=O)nc2c1c(=O)n(C)c(=O)n2C | -2 | 2 | -3 | 1 | -21 | 16 | 0.5 | -0.8 | 1 | -0.3 | 0.8
CCn1cc(C(=O)NCc2ccc3c(c2)OCO3)c(=O)c2cc(F)c(N3CCN(C)CC3)cc21 | 79* | -4 | 3 | 1 | 4 | -18 | -1.2 | -1.5 | 1 | 0.3 | 1.2
COc1cc(NC(=O)C(=O)NCCN(C)C)c(OC)cc1Cl | 15 | 3 | -5 | 1 | 15 | 4 | 0.9 | -0.3 | 1 | -0.1 | 1
COc1ccc(NC(=O)Cc2ccc(C)cc2)c([N+](=O)[O-])c1 | 91* | 4 | -3 | 0.8 | 1 | 16 | 2.3 | 0.1 | 0.9 | -0.4 | 0.8

Ordered by value in DTT redox prof (rising): 4 from the list above.
smiles	DTT redox prof
CCn1cc(C(=O)NCc2ccc3c(c2)OCO3)c(=O)c2cc(F)c(N3CCN(C)CC3)cc21	-1.5
COc1cc(NC(=O)C(=O)NCCN(C)C)c(OC)cc1Cl	-0.3
O=C(CSCc1ccc(Cl)cc1)N1CCN(Cc2ccc3c(c2)OCO3)CC1	0.0
CCOC(=O)CCNC(C(=O)OCC)c1ccccc1 (stereo unspecified)	0.2

Continued.
SMILES | L major viab | G6PDH CS | TLR4-MyD88 BLA | PMI act hi M6P | S1P3 antagonist | Diaphorase inh | RAM inhibit | DTT redox prof | PMI act | Hsp70 act | Diaph act CS
O=C1CSC(c2cccc([N+](=O)[O-])c2)N1c1c(F)cccc1F (stereo unspecified) | 19 | 5 | 1 | 1 | -7 | 3 | 0.4 | -0.3 | 1 | -0.4 | 1
CC(C)CCn1nnnc1C(c1ccccc1)N1CCN(C)CC1 (stereo unspecified) | -9 | 12 | -4 | 1 | 2 | 10 | -0.5 | -3.7 | 1.1 | -0.2 | 0.9
Cc1ccn(CC(=O)N2N=C(C(F)F)CC2(O)C(F)F)n1 (stereo unspecified) | -10 | 8 | 14 | 1.1 | -6 | -3 | 0.8 | -0.2 | 1.1 | 0.0 | 1
Cc1cc(NC(=O)COC(=O)C2CCC(=O)N2)c([N+](=O)[O-])cc1C (stereo unspecified) | -6 | 7 | 12 | 1 | 1 | -2 | 0.1 | 0.2 | 1 | -0.1 | 1
O=c1c2ccccc2nnn1CSc1nnc(-c2cccs2)n1Cc1ccccc1 | 2 | -2 | 3 | 1 | 4 | 8 | -0.8 | -0.2 | 1 | -0.2 | 0.9
CCOC(=O)c1c(-c2ccc(OC)cc2)cn2ccccc12 | -1 | 0 | -9 | 0.9 | 11 | -4 | 2.9 | -0.8 | 1 | 0.1 | 1
N#CC(C#N)=C1C=CC=CN1/C(=C\c1ccco1)C(=O)c1ccc(Cl)cc1 | 11 | -6 | -9 | 0.8 | -5 | 31 | 3.5 | -0.5 | 0.8 | 0.5 | 0.7
CC1CCN(CCCNC(=O)c2ccc3c(=O)n(CCc4ccccc4)c(=O)[nH]c3c2)CC1 | 97* | 8 | -9 | 1 | / | 10 | -0.7 | 0.1 | 1 | 0.0 | 0.9
Cc1ccc(C(=O)NCC(=O)N/N=C/c2cccs2)cc1C | -1 | -1 | -5 | 0.9 | 3 | 6 | -0.1 | -0.3 | 1 | 0.1 | 0.9
C=CCN(C(=O)C1=NN(C2CCS(=O)(=O)C2)C(=O)CC1)c1nc(-c2ccc([N+](=O)[O-])cc2)cs1 (stereo unspecified) | 6 | -6 | 1 | 1 | -4 | 6 | 5.8 | -0.8 | 1 | 0.1 | 0.9
COC(=O)C1=C(C)N=c2s/c(=C/c3ccoc3)c(=O)n2C1c1ccccc1 (stereo unspecified) | 27 | 6 | 0 | 0.9 | / | 31 | 2.8 | 1.1 | 0.9 | 0.4 | 0.7
CCOC(=O)/C(CCC[N+](C)(CC)CC)=N\O | 5 | 4 | -3 | 0.9 | 4 | -4 | 0.4 | 0.1 | 0.7 | -0.2 | 1
Cc1cc(SCC(=O)Nc2cccc(S(=O)(=O)N3CCOCC3)c2)nc2ccccc12 | 40 | -2 | -11 | 1.3 | -8 | 32 | 3.9 | -1.1 | 1.3 | -0.1 | 0.7
O=C(COc1cc(Cl)c(Cl)cc1Cl)Nn1cnnc1 | -7 | -1 | 3 | 0.9 | -9 | 13 | 1.7 | 0.5 | 0.9 | -0.2 | 0.9
O=C(c1ccc(F)cc1Cl)N(c1ccccn1)C1CCCCC1 | 31 | -4 | 6 | 1.1 | -12 | 2 | 1.1 | 0.1 | 1.1 | -0.2 | 1
Cc1cc(SCC(=O)c2cc3ccccc3o2)nc2ccccc12 | -4 | 3 | -9 | 1.6 | / | 13 | 11* | -3.5 | 1.1 | 1.4 | 0.9
CN1CCN(S(=O)(=O)c2ccc(=O)[nH]c2)CC1 | -5 | 2 | 0 | 0.9 | -23 | 10 | 0.1 | 2.4 | 0.9 | -0.2 | 0.9
O=C(CCl)N(c1ccccc1)c1c[nH]c2ccccc12 | 97* | 8 | 12 | 1 | / | 17 | 0.3 | 1.0 | 0.9 | -0.1 | 0.8
COC(=O)c1ccc(N/C=C/C(=O)c2ccc(OC)c(OC)c2)cc1 | -4 | 4 | 14 | 1.3 | / | -12 | -0.2 | -0.3 | 1.2 | 0.5 | 1.1
O=C(Nn1cnc2ccccc2c1=O)C1CCCCC1 | -3 | 2 | -16 | 1 | -32 | -6 | 1.2 | -0.9 | 1 | -0.3 | 1.1
Cc1cc(C(=O)N/N=C/c2cc(Br)cc(Br)c2OC(=O)c2ccccc2)n[nH]1 | 81* | 0 | 3 | 1 | -4 | -2 | 1.6 | 0.8 | 0.9 | -0.1 | 1
C=CCN1C(=O)C(CC(=O)Nc2ccc(OCCC)cc2)N(CCCN2CCN(Cc3ccccc3)CC2)C1=S (stereo unspecified) | 100* | 2 | -2 | 0.9 | 38* | 20 | 2.0 | -1.1 | 0.9 | -0.2 | 0.8
Cc1[nH]c2ccccc2c1/C=N/NC(=O)CCC(=O)NCc1ccccc1 | -4 | 12 | 6 | 0.8 | -15 | 14 | 0.8 | -1.0 | 0.9 | -0.4 | 0.9
CCOc1ccc(CCNC(=O)CCn2cccc2)cc1OCC | 0 | -4 | 5 | 1 | 4 | 14 | 0.9 | -2.7 | 1 | 0.1 | 0.9
COc1ccc(CCNC(=O)CSc2nnnn2C)cc1OC | -7 | 8 | -12 | 1 | -12 | 2 | 1.1 | -2.2 | 0.9 | 0.0 | 1
COC(=O)Cc1cn(-c2ncc(C(F)(F)F)cc2Cl)c2ccccc12 | -2 | 2 | 0 | 1 | / | 8 | 2.6 | 0.1 | 1 | -0.4 | 0.9
CC1CCc2nn(CC(=O)Nc3c(F)cc(F)cc3Br)cc2C1 (stereo unspecified) | 7 | 0 | / | 0.9 | 28 | 17 | 2.9 | -1.3 | 1 | / | 0.8
O=C(Nc1ccc(F)cc1)Nc1cc(OCC(F)(F)F)cc(OCC(F)(F)F)c1 | 99* | -12 | -6 | 0.9 | 35* | 12 | 3.3 | 0.2 | 0.9 | -0.4 | 0.9
CC(C)C(=O)N1CCN(c2ccccc2NC(=O)COc2ccccc2)CC1 | 0 | -3 | 3 | 1 | 1 | 10 | -0.2 | -0.7 | 0.9 | -0.3 | 0.9
Cc1noc(C)c1COC(=O)CCN1c2ccccc2Sc2ccccc21 | -2 | 6 | 1 | 0.9 | 23 | 18 | 10* | 1.6 | 1 | -0.4 | 0.8
CCN(CC)S(=O)(=O)c1cccc(C(=O)N/N=C/c2ccc(OC)c(O)c2)c1 | 5 | 13 | 6 | 0.9 | 1 | 6 | -0.4 | 0.1 | 0.9 | -0.1 | 0.9
CC1CCC(C(C)C)C(OC(=O)COC(=O)c2ccc(N)cc2)C1 (stereo unspecified) | 18 | -15 | 2 | 0.8 | -13 | 26 | 4.5 | 0.6 | 0.8 | -0.2 | 0.7
Cc1ccc(C)c(C(=O)COC(=O)c2ccc(Br)o2)c1 | -2 | 0 | 2 | 1 | -19 | 17 | 3.4 | -0.2 | 0.9 | -0.4 | 0.8
O=C(ONC1=NCCCCC1)c1c(F)cccc1F | 14 | -14 | -5 | 0.9 | / | 19 | -1.1 | 2.5 | 0.9 | 0.0 | 0.8
Cc1ccc2nc(-c3ccc(NS(=O)(=O)c4ccc(F)c(F)c4)cc3)sc2c1 | 5 | 12 | -2 | 0.8 | 3 | 19 | 5.4 | 0.2 | 0.7 | -0.3 | 0.8
CCN(CC)S(=O)(=O)c1cccc(NC(=O)COC(=O)c2cc(=O)c3ccccc3o2)c1 | 6 | 0 | -2 | 0.9 | -21 | 17 | 0.6 | -1.5 | 1 | 0.2 | 0.8
CCC(=O)Nc1cc(OC)c(NC(=O)c2ccccc2)cc1OC | 77* | -8 | -8 | 1 | 1 | 24 | 4.1 | 3.3 | 0.8 | -0.2 | 0.8

Two compounds picked at random from those above, as already listed:
SMILES | L major viab | G6PDH CS | TLR4-MyD88 BLA | PMI act hi M6P | S1P3 antagonist | Diaphorase inh | RAM inhibit | DTT redox prof | PMI act | Hsp70 act | Diaph act CS
O=C(Nn1cnc2ccccc2c1=O)C1CCCCC1 | -3 | 2 | -16 | 1 | -32 | -6 | 1.2 | -0.9 | 1 | -0.3 | 1.1
Cc1cc(C(=O)N/N=C/c2cc(Br)cc(Br)c2OC(=O)c2ccccc2)n[nH]1 | 81* | 0 | 3 | 1 | -4 | -2 | 1.6 | 0.8 | 0.9 | -0.1 | 1
